High-throughput results (PubChem BioAssay)
SRC1 inh – inhibitors of human steroid receptor coactivator 1 (SRC1). HEK293 GAL4-SRC1 luciferase reporter, luminescence. inhibition, % at 3.6 µM. 360,000 compounds, 0.12% hits. AID 588354;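 active = inhibition above the campaign mean plus 3 SD, with each screening campaign given its own cutoff, cut at about 60% in these data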;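 also: 0% = DMSO treated cells and 100% = gossypol at 36 µM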
SRC3 inh – inhibits human SRC3 coactivator; Q9Y6Q9; 360,000 compounds, 0.17% hits; inhibition, % at 3.6 µM; AID 588352; HEK293 GAL4-SRC3 luciferase reporter, luminescence;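 active = inhibition above a per-campaign cutoff, the mean of all compounds plus 3 SD, cut at about 60% in these data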;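 also: 0% = DMSO-treated cells and 100% = gossypol-treated cells at 36 µM; higher means less SRC3-driven luciferase light from the GAL4 reporter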
TROY signal inh – blocks TROY-dependent signaling in reporter cells; Q293 LMP1-TROYcd NF-kB luciferase reporter, 4 h; inhibition, % at 10 µM; 360,000 compounds, 0.98% hits; AID 1347056;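 active = compounds whose plate-normalised and pattern-corrected inhibition of the luciferase reporter signal at the single screening dose is 50% or more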
TRAIL sens C8 – sensitizes caspase-8 expressing cells to TRAIL. NB7+C8 cells + TRAIL, ATPlite viability luminescence. inhibition (viability loss, TRAIL sensitization), % at 10 µM. 360,000 compounds, 1% hits;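 active = compounds causing at least 50% loss of cell viability in the single-dose screen, relative to plate controls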
LRH-1 inv ag – inverse agonists of human LRH-1 (NR5A2); HEK293T StAR-luciferase reporter, LRH-1 transfected, 24 h; inhibition, % at 3.6 µM; 360,000 compounds, 0.13% hits;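 active = inhibition above the mean inhibition of all tested compounds plus 3 SD, cut at about 73% in these data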;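 also: 0% = DMSO wells and 100% = reporter-only cells lacking LRH-1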
NCOA2 inhibitor – human SRC2 (NCOA2) inhibition | inhibition, % at 9 µM | HEK293 GAL4-SRC2 luciferase reporter, luminescence | Q15596 | 370,000 compounds, 0.17% hits;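 active = inhibition above the mean inhibition of all tested compounds plus 3 SD, set per campaign, cut at about 52% in these data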;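 also: 0% = DMSO treated cells and 100% = cells given Gossypol at 36 µM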
TLR9-MyD88 inh – blocks human TLR9 binding to MyD88 | 340,000 compounds, 0.21% hits | inhibition, % at 4.98 µM | AID 504734 | CHO BLA complementation TLR9-MyD88, CCF4 FRET ratio | Q9NR96+Q99836;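 active = inhibition above the mean over all tested compounds plus 3 SD, cut at about 21% in these data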;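 also: 0% = DMSO only wells and 100% = clavulanate BLA inhibitor control wells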
Target sequence (Q99836 whole entry, looked up): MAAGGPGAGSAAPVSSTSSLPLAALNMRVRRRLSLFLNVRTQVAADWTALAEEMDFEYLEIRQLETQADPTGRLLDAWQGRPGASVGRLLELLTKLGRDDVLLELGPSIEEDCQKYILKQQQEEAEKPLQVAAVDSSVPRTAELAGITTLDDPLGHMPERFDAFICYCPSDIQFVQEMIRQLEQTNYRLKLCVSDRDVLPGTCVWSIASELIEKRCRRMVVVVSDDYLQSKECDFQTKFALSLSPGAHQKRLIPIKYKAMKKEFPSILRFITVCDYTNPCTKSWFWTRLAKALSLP
Target sequence (Q9NR96 whole entry, looked up): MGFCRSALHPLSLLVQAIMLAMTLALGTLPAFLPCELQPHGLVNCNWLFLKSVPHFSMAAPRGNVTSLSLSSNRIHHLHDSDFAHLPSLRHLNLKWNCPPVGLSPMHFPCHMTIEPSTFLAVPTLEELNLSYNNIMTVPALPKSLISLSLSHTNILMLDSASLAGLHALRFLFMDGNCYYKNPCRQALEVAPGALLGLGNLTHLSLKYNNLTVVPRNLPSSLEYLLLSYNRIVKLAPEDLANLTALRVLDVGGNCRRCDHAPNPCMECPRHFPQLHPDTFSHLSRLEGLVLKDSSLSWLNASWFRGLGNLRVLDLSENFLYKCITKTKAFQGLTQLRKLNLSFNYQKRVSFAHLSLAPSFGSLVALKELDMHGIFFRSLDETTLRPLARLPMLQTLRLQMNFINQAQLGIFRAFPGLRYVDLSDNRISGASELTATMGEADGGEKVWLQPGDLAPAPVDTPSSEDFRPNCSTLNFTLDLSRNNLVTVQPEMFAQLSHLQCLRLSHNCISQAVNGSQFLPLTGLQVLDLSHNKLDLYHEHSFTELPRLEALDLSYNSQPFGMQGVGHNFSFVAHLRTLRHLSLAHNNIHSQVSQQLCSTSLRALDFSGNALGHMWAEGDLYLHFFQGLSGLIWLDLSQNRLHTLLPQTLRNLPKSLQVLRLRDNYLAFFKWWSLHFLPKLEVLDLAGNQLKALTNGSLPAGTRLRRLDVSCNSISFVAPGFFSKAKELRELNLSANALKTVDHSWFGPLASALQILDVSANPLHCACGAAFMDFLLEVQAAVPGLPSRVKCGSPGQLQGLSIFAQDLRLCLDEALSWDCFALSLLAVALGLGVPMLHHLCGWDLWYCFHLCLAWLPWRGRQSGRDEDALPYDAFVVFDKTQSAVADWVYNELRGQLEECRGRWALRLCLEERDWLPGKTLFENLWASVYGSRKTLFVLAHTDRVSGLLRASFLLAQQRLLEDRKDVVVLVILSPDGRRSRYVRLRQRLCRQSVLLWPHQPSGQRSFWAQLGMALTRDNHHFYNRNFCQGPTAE
NOD2 RIPK2 PPI – NOD2-RIPK2 protein interaction inhibition; O43353; CHO BLA complementation NOD2-RIPK2, CCF4 ratio; inhibition, % at 4.98 µM; 360,000 compounds, 0.38% hits; AID 624267; in the data active = inhibition above about 21%;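 also: 0% = vehicle only and 100% = reference blocker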
TWEAK Fn14 block – TWEAK-Fn14 signaling inhibition. TWEAK-stimulated Fn14 reporter cells, luciferase luminescence, 8 h. inhibition, % at 10 µM. 360,000 compounds, 2% hits; in the data active = inhibition above about 50%
COUP-TFII inh – blocks human COUP-TFII nuclear receptor | HEK293T NGFI-A luciferase reporter, luminescence | inhibition, % at 8.6 µM | 370,000 compounds, 0.7% hits;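 active = inhibition above a per-plate cutoff, mean inhibition of test wells between control levels plus 3 SD, cut at about 38% in these data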;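 also: cells cotransfected with COUP-TFII expression vector driving the NGFI-A reporter; 0% = median of COUP-TF2 test wells and 100% = reporter-only cells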
LMP1 NFkB inh – Epstein-Barr LMP1 NF-kappaB reporter inhibition; LMP1-induced NF-kappaB luciferase reporter cells, luminescence; inhibition, % at 12.5 µM; 350,000 compounds, 0.69% hits; AID 504558; in the data active = inhibition above about 41%;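 also: 0% = neutral control wells and 100% = reference inhibitor control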
* marks the source's active call; other numbers are inactive results; . = no result given. Some of the compounds tested; the hit share may differ from the screen's.

| Structure | SRC3 inh | NOD2 RIPK2 PPI | TROY signal inh | COUP-TFII inh | TLR9-MyD88 inh | NCOA2 inhibitor | LRH-1 inv ag | LMP1 NFkB inh | TRAIL sens C8 | SRC1 inh | TWEAK Fn14 block |
| --- | --- | --- | --- | --- | --- | --- | --- | --- | --- | --- | --- |
| COC(=O)c1ccc(CSc2cc(C)c3ccccc3n2)o1 | 17.4 | -14.2 | 6.0 | -5.7 | -2.2 | -22.2 | -20.3 | 1.3 | 0.7 | 4.3 | 16.2 |
| c1ccc(C(c2nnnn2Cc2cccs2)N2CCN(C3CCCC3)CC2)cc1 (stereo unspecified) | 18.8 | -1.8 | 6.4 | 9.3 | -4.3 | -4.8 | 12.7 | -4.0 | 13.4 | -0.5 | -10.6 |
| CCOC(=O)N1CCC(N2Cc3cccc(C(=O)N4CCN(c5cccc(Cl)c5)CC4)c3C2=O)CC1 | 17.7 | -4.9 | 2.4 | 4.4 | 3.1 | 14.3 | 15.9 | -1.0 | -0.8 | 17.3 | -27.6 |
| COc1ccc(OC)c(NC(=O)CSc2nc(C)cs2)c1 | 19.2 | -1.6 | 0.6 | 14.1 | -5.3 | 9.3 | 7.0 | -15.5 | -7.9 | 20.4 | 17.2 |
| O=C(CCN1CCN(CC(=O)Nc2ccccc2F)CC1)Nc1ccccc1F | 22.1 | -6.6 | 11.2 | 7.8 | -2.2 | -9.1 | 13.1 | -3.1 | 11.9 | 4.2 | -16.8 |
| CC(C)Cc1nc2ccccc2[nH]1 | -1.2 | 2.7 | 10.9 | -11.9 | -4.5 | 7.9 | 9.9 | -0.8 | -4.9 | -1.9 | 20.9 |
| O=C(NCCF)C1Nc2ccc(OC(F)(F)F)cc2C2C=CCC12 (stereo unspecified) | -4.8 | -7.4 | -8.2 | -18.2 | 6.7 | -0.3 | 5.7 | -4.9 | -11.4 | 1.9 | 7.0 |
| CCCOc1cccc(-c2nn(-c3ccccc3)cc2/C=C(\C#N)C(=O)NCCCn2ccnc2)c1 | 13.5 | 3.8 | 34.6 | 14.7 | 0.4 | -2.1 | 21.4 | -7.4 | 18.9 | -9.2 | -28.7 |
| Cc1ccc2cccc(S(=O)(=O)Nc3ccc4c(c3)OCO4)c2n1 | 3.5 | -1.5 | -12.1 | 11.5 | -3.9 | -19.7 | -6.5 | 1.8 | -16.0 | 3.7 | -22.4 |
| Cc1nn(C)c(Cl)c1C(=O)NC(C(=O)O)c1ccccc1 (stereo unspecified) | 12.8 | 1.5 | -1.6 | 4.1 | -0.1 | -3.1 | -8.6 | 0.7 | 9.3 | -4.3 | 2.4 |
| CCN(CC1COc2ccccc2O1)C(=S)NC1CC2CCC1C2 (stereo unspecified) | 15.1 | 0.9 | 19.0 | -0.5 | 10.3 | -2.0 | 12.6 | -1.4 | -7.1 | -19.5 | 5.2 |
| O=C(OCCOc1ccccc1F)c1cc(S(=O)(=O)N2CCOCC2)ccc1F | -6.0 | -4.7 | -9.3 | -18.6 | -7.8 | 7.4 | -32.6 | -3.7 | -9.8 | 4.0 | 2.5 |
| CCOc1ccccc1NC(=O)NC1(C(=O)NCC2CCCO2)CCCCC1 (stereo unspecified) | 4.6 | -8.6 | 0.6 | -1.9 | -1.4 | -9.5 | 0.1 | -0.4 | -1.7 | 6.7 | 1.6 |
| CC(=O)NCCn1c(SCc2ccccc2C)nc2ccccc2c1=O | 13.3 | 2.3 | 3.2 | 7.4 | -1.2 | -9.6 | 22.9 | 3.4 | 4.0 | 3.6 | 3.4 |
| CC(C)Cc1nnc(NC(=O)CCN2C(=O)c3ccccc3C2=O)s1 | -8.0 | -5.1 | 5.5 | 2.7 | 4.2 | 16.5 | -0.8 | -2.3 | -8.6 | -18.3 | -23.9 |
| CCOc1ccc(CC2c3cc(OCC)c(OCC)cc3CCN2C(=O)CN2CCN(C)CC2)cc1OCC (stereo unspecified) | 27.2 | -17.5 | -12.3 | 10.5 | -1.3 | 24.7 | -5.5 | 4.3 | 2.3 | 4.7 | -6.6 |
| Cc1cccc(NC(=O)CNc2cc(C)ccc2C)c1 | -14.4 | -11.0 | -55.1 | -5.5 | 16.1 | -13.0 | -48.3 | -9.9 | -8.5 | -27.2 | -28.3 |
| COc1ccc(N=C2SCC(=O)N2Cc2ccccc2)cc1 | -9.2 | -1.5 | 12.7 | 13.1 | 4.7 | -24.0 | -4.4 | -4.5 | 17.7 | -9.7 | 18.4 |
| COc1ccc(N2CCN(C(=O)c3cccnc3)CC2)c([N+](=O)[O-])c1 | -0.2 | -8.4 | -10.2 | -11.6 | -1.7 | -22.5 | 4.0 | 0.4 | 13.1 | -1.9 | 13.8 |
| C/C(=N\Nc1ccc(C(=O)O)cc1)c1ccc(Cl)s1 | -103.6 | -5.5 | -21.4 | -52.0 | -1.5 | -58.8 | -198.4 | -17.0 | 5.9 | -116.3 | 45.6 |
| O=C(NCc1ccccc1)C1CCN(S(=O)(=O)c2ccc(Cl)cc2)CC1 | 9.8 | -1.6 | -10.8 | -9.2 | -21.7 | 10.6 | -4.6 | -2.4 | -15.0 | -34.2 | -16.4 |
| Cc1ccc(/C=N/NC(=S)N2CCOCC2)cc1 | -60.2 | 0.0 | -9.4 | -34.3 | -10.4 | -49.7 | -70.9 | -13.7 | 3.0 | -115.1 | -4.9 |
| CCCc1cc(=O)n2[nH]c(NCc3ccccc3F)nc2n1 | -17.8 | -1.6 | 3.1 | -6.1 | 5.0 | 9.0 | -6.2 | -0.4 | 17.7 | -1.3 | -1.3 |
| CCCCNCc1cc(OCC)c(OCC)cc1Br | 4.4 | -5.4 | 13.5 | -6.5 | . | -1.5 | -19.3 | -19.5 | 28.2 | -9.8 | -3.3 |

Copied from the list:
Under SRC1 inh, O=C(NCc1ccccc1)C1CCN(S(=O)(=O)c2ccc(Cl)cc2)CC1 has -34.2
Under TROY signal inh, CCCc1cc(=O)n2[nH]c(NCc3ccccc3F)nc2n1 has 3.1

Going on with the list.
| Structure | SRC3 inh | NOD2 RIPK2 PPI | TROY signal inh | COUP-TFII inh | TLR9-MyD88 inh | NCOA2 inhibitor | LRH-1 inv ag | LMP1 NFkB inh | TRAIL sens C8 | SRC1 inh | TWEAK Fn14 block |
| --- | --- | --- | --- | --- | --- | --- | --- | --- | --- | --- | --- |
| Cc1cn([C@H]2C[C@H](O)[C@@H](/C=C/C(=O)NCCN3CCCCC3)O2)c(=O)[nH]c1=O | 26.0 | 61.4* | 8.4 | 4.9 | . | 5.6 | -6.8 | . | -15.4 | -9.1 | 13.2 |
| N#Cc1ccc(OCC(=O)Nc2cccc(S(=O)(=O)NC3=NCCCCC3)c2)cc1 | -19.3 | -20.9 | -19.6 | -8.5 | 4.9 | -18.2 | -14.8 | 5.7 | -24.5 | 0.4 | 7.5 |
| COc1ccc(S(=O)(=O)N2CCC(C(=O)N3CCc4ccccc4C3)CC2)cc1OC | -0.7 | -6.2 | -15.3 | -5.9 | -20.4 | 6.3 | -19.4 | 8.0 | 17.9 | 9.3 | 7.8 |
| COc1ccc(OCC(=O)NC(=S)Nc2ccc3c4c(cccc24)CC3)cc1 | 17.3 | 9.4 | 9.2 | 6.0 | -2.4 | -11.2 | 7.7 | -5.4 | 0.3 | 7.2 | -6.4 |
| CCCCCCCCN1C(=O)[C@H](CC(=O)NCCCOC)C[C@@]2(C(=O)OCC)CCCC=C12 | . | 8.3 | -19.3 | 18.1 | . | 10.5 | 14.6 | . | -9.3 | . | -5.9 |
| Cc1cc(C)nc(/N=C(\N)Nc2ccc(F)c([N+](=O)[O-])c2)n1 | 23.5 | 3.1 | 18.1 | 23.0 | -4.7 | 29.7 | 2.8 | -2.3 | 3.4 | 3.1 | 19.2 |
| Cn1c(=S)n(/N=C/c2ccc3c(c2)OCO3)c2ccccc21 | 11.5 | 10.9 | 10.1 | -10.7 | 3.0 | -21.9 | 15.6 | -1.2 | -5.9 | 2.8 | -20.2 |
| Cc1ccc(C)c(NC(=O)c2ccccc2Sc2ccc([N+](=O)[O-])cc2Cl)c1 | 2.1 | -1.0 | -7.6 | -16.2 | 3.9 | 7.6 | 4.9 | 3.0 | -1.5 | -4.3 | -3.0 |
| Nc1nc(N2CCCCC2)nc2ccccc12 | -29.1 | -3.7 | -4.7 | -13.2 | -5.8 | -36.1 | -19.2 | -12.4 | -1.8 | -9.6 | -19.8 |
| CC(=O)Nc1sc2c(c1C#N)CCCC2 | 1.0 | -11.7 | -41.5 | -14.2 | 5.8 | -4.2 | -6.3 | -3.9 | 1.3 | -23.9 | -23.7 |
| CCCOc1ccc(C(=O)N2CC3(CC(c4cccc(NC(=O)[C@@H]5CCC(=O)N5)c4)=NO3)C[C@H]2C(=O)NC2(C(N)=O)CC2)cc1 (stereo partly specified) | -7.6 | 2.4 | 0.2 | 6.5 | 7.7 | -12.5 | -15.2 | 9.3 | -15.9 | 10.6 | -4.9 |
| Cc1cccc(NC(=O)C2CCN(C(=O)NC3CCCCC3)CC2)c1 | -1.2 | -3.4 | -11.6 | -15.3 | 0.8 | 18.1 | 10.4 | -3.1 | 5.3 | 7.6 | 54.5 |
| CCCC(=O)Nc1ccc(S(=O)(=O)N2CCCC2)cc1 | 23.2 | -20.8 | -22.6 | -7.3 | 0.6 | 7.0 | 14.3 | 1.6 | -37.3 | 0.8 | -9.6 |
| CC1CCc2c(sc3ncn4c(SCC(=O)NCc5ccco5)nnc4c23)C1 (stereo unspecified) | 5.1 | -2.9 | -35.7 | 19.0 | -6.4 | -13.4 | 6.1 | -13.0 | -8.5 | -10.2 | 5.5 |
| [O-][N+]12CCN(CC1)c1ccccc12 | -15.9 | -0.5 | -38.4 | -24.3 | -7.5 | -41.7 | -27.4 | -37.7 | -2.5 | -33.7 | -14.4 |
| CCOc1cc(N2CCOCC2)c(OCC)cc1NC(=O)CSc1n[nH]c(N)n1 | 6.8 | -3.1 | 19.4 | 8.4 | 4.9 | -0.4 | -14.7 | 3.5 | -6.0 | -9.9 | 3.5 |
| COc1ccccc1N(CC(=O)NCCc1ccccc1)C(=O)CCC(=O)Nc1cc(C)ccn1 | -7.4 | -3.6 | 2.8 | -5.4 | 0.9 | -16.2 | 9.5 | -5.8 | -4.8 | -33.3 | 0.8 |
| Cn1nc(C(C)(C)C)c([N+](=O)[O-])c1C(=O)Nc1ccccc1 | 13.8 | 1.9 | 2.6 | 4.6 | -1.2 | -6.7 | -21.8 | 6.9 | -8.4 | 2.3 | 1.0 |
| COc1ccc(-c2oc3ccc(-c4ccc(OC)nc4)cc3c2C#CC2(O)CCCCC2)cc1 | 2.0 | -6.8 | -23.3 | 10.8 | -10.6 | -9.1 | -12.6 | -27.6 | 9.3 | 4.7 | -49.5 |
| O=C(CSc1nc2cc(Cl)ccc2s1)NC(=O)NCc1ccco1 | 5.5 | 1.1 | -8.1 | 8.1 | 4.5 | -6.5 | -0.6 | -0.4 | 17.1 | -6.1 | 15.3 |
| Cn1c(CN2CCCC2)nc2cc(NC(=O)COc3ccc(Cl)cc3)ccc21 | 0.7 | 2.5 | -2.0 | 2.3 | 0.6 | -20.6 | -13.1 | 8.6 | 9.5 | -12.1 | -52.0 |
